# GlmU inhibition: inhibition of mycobacterial GlmU enzyme – biochemical, glucosamine-1-phosphate acetyltransferase (AID 1376). Bifunctional protein GlmU (Mycobacterium tuberculosis (strain ATCC 25618 / H37Rv)). M. tuberculosis GlmU acetyltransferase enzyme assay; higher % means a stronger effect. inhibition, %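 (tested at 30 µM in the primary screen)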, or IC50 in µM where a hit was titrated. actives 0.25% (n = 220,000); in the data active = inhibition above about 13%;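 also: 0% = complete reaction with vehicle and 100% = reaction without substrate; strong numbers were not always called active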
# RmlCD inh 1536: M. tuberculosis RmlC/RmlD coupled enzyme inhibitors, primary screen, biochemical, compound mixtures, 384-well, from 1536-well plates; actives 0.03% (n = 160,000); inhibition, % at 3.6 µM; RmlC+RmlD coupled enzyme assay, percent inhibition; primary screen in compound mixtures; dTDP-4-dehydrorhamnose reductase (Mycobacterium tuberculosis (strain ATCC 25618 / H37Rv)) …; in the data active = inhibition mostly above about 34%, no sharp cut-off; also: some results filed as inactive read as strong as hits
# Target sequence (P9WH09 whole entry, looked up): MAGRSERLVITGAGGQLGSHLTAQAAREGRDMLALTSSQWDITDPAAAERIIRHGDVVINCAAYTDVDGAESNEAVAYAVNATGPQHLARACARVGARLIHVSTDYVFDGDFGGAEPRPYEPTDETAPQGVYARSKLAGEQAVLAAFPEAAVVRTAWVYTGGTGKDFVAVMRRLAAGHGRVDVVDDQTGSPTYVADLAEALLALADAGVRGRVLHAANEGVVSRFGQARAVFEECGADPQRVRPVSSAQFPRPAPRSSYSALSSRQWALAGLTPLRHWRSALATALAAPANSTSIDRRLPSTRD
# Target sequence (P9WH11 whole entry, looked up): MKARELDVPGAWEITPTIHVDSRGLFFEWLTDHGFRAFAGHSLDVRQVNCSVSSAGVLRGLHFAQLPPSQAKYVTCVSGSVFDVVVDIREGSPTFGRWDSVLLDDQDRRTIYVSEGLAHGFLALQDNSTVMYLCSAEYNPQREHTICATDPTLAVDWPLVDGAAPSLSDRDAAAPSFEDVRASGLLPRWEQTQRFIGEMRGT
# * hit, by the source's call; x = not tested or not shown. This is a subset, so the mix of outcomes need not match the whole.
SMILES | GlmU inhibition | RmlCD inh 1536
CCCCOP(=O)(CN1CCOCC1)OCCCC | -0.2% | 4.0
CS(=O)(=O)Nc1ccccc1C(=O)c1ccccc1 | 1.8% | -5.8
Cc1c(NC(=O)CSc2nnc(-c3ccncc3)o2)c(=O)n(-c2ccccc2)n1C | 2.3% | -10.5
C=CCN1C(C(=O)c2ccccc2)=C(OC(=O)COc2ccccc2)c2ccccc2S1(=O)=O | 5.9% | x
COc1ccc(CNC(=O)C(c2cccs2)N(C(=O)c2csnn2)C2CC2)cc1 (configuration not stated) | 3.7% | x
Cc1ccc(CN(Cc2ccc(C)o2)C(=S)NCC(=O)O)cc1 | 4.2% | -8.2
COc1cc(NC(=S)NC2CC(C)(C)NC(C)(C)C2)cc(OC)c1 | 7.0% | -4.4
COc1cc(S(=O)(=O)NC2CCCC2)c(OC)cc1Cl | 2.8% | -0.8
O=c1/c(=C/c2ccc(O)cc2)sc2n1CCCN=2 | -0.2% | 8.6
COc1cc(O)c2c(c1)OC(c1ccc(O)cc1)CC2=O (configuration not stated) | 1.5% | -10.0
Nc1ccc(Sc2nnnn2-c2ccccc2)c(Cl)c1 | 0.3% | -4.7
CN1CCc2c(sc(/N=C/c3cc(Cl)ccc3O)c2C#N)C1 | -2.6% | x
COCCNC(=O)CCCn1c(=O)c2cc(OC)c(OC)cc2n(CC(=O)c2ccc(Cl)cc2)c1=O | -2.5% | 11.4
Cc1cc(C(=O)NCC(=O)OC(C(=O)Nc2cc(C(F)(F)F)ccc2Cl)c2ccccc2)ccc1[N+](=O)[O-] (configuration not stated) | 6.2% | x
CCN(CC)c1ccc(/C=N/Nc2nc3ccccc3[nH]2)cc1 | -4.5% | 6.9
COc1cc(Cl)cc(C#N)c1OCC(=O)O | -0.7% | 11.6
CCOC(=O)Cc1csc(NC(=O)c2ccc(Br)s2)n1 | -3.4% | -0.7
CCCC(=O)OCC(=O)Nc1ccc2c(c1)OCO2 | 0.4% | -4.5
CC(C)C(=O)Nc1nnc(Cc2c[nH]c3ccccc23)s1 | -5.0% | -7.1
Cc1oc(-c2cc(F)ccc2F)nc1CN1CCN(C)C(=O)[C@@H]1C | -0.6% | 9.9
Cc1ccc2c(c1)cc(CN(Cc1ccc3c(c1)OCO3)S(=O)(=O)c1ccccc1)c1nnnn12 | -0.9% | -3.2
Cc1ccc(N2C(=O)C3C=NNC3C2=O)cc1 (configuration not stated) | -1.7% | x
Cc1csc(NC(=O)Cn2cnnn2)n1 | 2.1% | x
COc1ccc(CCNc2nncc(=O)[nH]2)cc1OC | 3.1% | x
COC(=O)c1ccc2c(=O)sc(N3CCC(C(N)=O)CC3)nc2c1 | -0.9% | x
COc1ccccc1N1C(=O)c2ccccc2NC1c1ccncc1 (configuration not stated) | 4.6% | 2.7
Cc1cccc(Cc2nnc(CCC(=O)N(C)Cc3ccncc3C)o2)c1 | 8.0% | 6.9
Cc1cc(C)cc(NC(=O)C(OC(=O)C2=COCCO2)c2ccccc2)c1 (configuration not stated) | 0.1% | -10.3
c1ccc(Cn2c(SCCN3CCOCC3)nnc2-c2cccnc2)cc1 | 4.5% | 16.6
CC1SCC(=NOCc2ccccc2)CS1 (configuration not stated) | 1.1% | -6.4
CCN1CCN(c2ccc(NC(=O)c3cccc(OCc4ccccc4)c3)cc2)CC1 | -4.3% | -4.3
CCN(CC)CCCNC(=O)Cn1ncn2cccc2c1=O | 2.8% | x
c1ccc(N2CCN(c3c4c(nc5ncnn35)CCC4)CC2)cc1 | 1.7% | 14.1
COc1ccc(OC)c(NC(=O)CCC(=O)N(Cc2ccc(OC)c(OC)c2)c2nccs2)c1 | 1.2% | 3.1
Cc1c(C(=O)N2CCN(c3ccccc3F)CC2)sc2ncn(CC(=O)N3CCOCC3)c(=O)c12 | x | 0.1
CN1CCN(C(=O)c2cc(-c3cccc(Cl)c3)on2)CC1 | x | -1.9
COc1ccccc1NC1=C(C)C(=O)CC1 | -3.4% | x
O=C(NCCC1=CCCCC1)C(=O)NCC1OCCCN1S(=O)(=O)c1ccc(F)cc1 (configuration not stated) | -1.8% | x
CCOC(=O)N/N=C/c1cn(Cc2ccccc2Cl)c2ccccc12 | 0.9% | 2.2
Cc1cc2c(c(=O)n1C)C(C(C)C)C(C#N)=C(N)O2 (configuration not stated) | x | -5.6
CCOC(=O)c1c(C)[nH]c(C(=O)C(C)Cl)c1C (configuration not stated) | -2.4% | -8.1
CCC(=O)Oc1ccc2c(C)cc(=O)oc2c1C | x | -22.8
CCn1c(C)cc(/C=C2/NC(=O)N(c3ccccc3)C2=O)c1C | -1.0% | 94.5
COC(=O)CNC(=O)COc1ccccc1 | 1.2% | 56.3
O=C1CN(C(=O)OCc2ccccc2)c2ccccc2N1 | -1.5% | -0.3
Cc1cc(C(=O)N2CCOCC2)ccc1[N+](=O)[O-] | 8.1% | 6.4
S=C(Nc1cccc2ccccc12)NC1CCCCC1 | -2.7% | -11.1
Cc1ccc(N(C(C)C(=O)O)S(=O)(=O)c2c(C)[nH]c(=O)[nH]c2=O)cc1 (configuration not stated) | 2.0% | -8.6
CCCCn1c(O)c(C(=O)/C=C/c2ccc3c(c2)OCO3)c(=O)[nH]c1=O | -6.1% | 30.9
COC(=O)c1sccc1S(=O)(=O)Nc1ccc(Cl)cc1 | 0.1% | -10.8
CCO[C@H]1OC(C(=O)N2CCOCC2)=C[C@@H](c2cn(C(C)=O)c3ccccc23)[C@@H]1CCCO | -4.4% | x
CC(C)c1ccccc1OCC(=O)NN1C(=O)c2ccccc2C1=O | 1.0% | -12.8
Cc1nn(-c2ccccc2)c(C)c1C(=O)OCC(N)=O | 1.9% | -7.1
COc1cccc(OCC(O)CN2CC(C)CC(C)C2)c1 (configuration not stated) | -0.7% | x
CCc1cccc(OC2OC(CO)C(O)C(O)C2NC(C)=O)c1 (configuration not stated) | 3.0% | -7.5
O=C(CSc1ccc(F)cc1)NC12CC3CC(CC(C3)C1)C2 | -0.8% | 0.0
CCC1CCCCN1C(=O)CCc1nnc(Cc2cc(OC)ccc2OC)o1 (configuration not stated) | -0.5% | 29.1
Cc1cc(C)cc(OCC(=O)NCC2CCCO2)c1 (configuration not stated) | 1.9% | x
CS(=O)(=O)N1CCC(C(=O)O)CC1 | 0.3% | 1.0
Cc1ccc(C(c2nnnn2CS(=O)(=O)c2ccc(C)cc2)N2CCC(C)CC2)cc1 (configuration not stated) | 8.6% | -11.2

# The results go on.
SMILES | GlmU inhibition | RmlCD inh 1536
CCCn1c(O)c(N=Nc2ccc3ccccc3n2)c2ccccc21 | -2.5% | x
CCSc1nnc(NC(=O)[C@H](C)N2C(=O)C3CC=CCC3C2=O)s1 (some centres not stated) | -2.4% | -0.2
CCOC(=O)C(NC(=O)CCl)(Nc1ccc(C(O)(C(=O)OCC)C(F)(F)F)cc1)C(F)(F)F (configuration not stated) | 0.4% | -9.8
O=C(/C=C/c1cccs1)NC1CCS(=O)(=O)C1 (configuration not stated) | -0.6% | 6.4
COC(=O)c1cc(C(=O)c2ccc(C(C)(C)C)cc2)c[nH]1 | -3.3% | -11.1
C1CCCC(NC2=NCCO2)CCC1 | 5.4% | x
COc1ccc(NC(=S)NCCN2CCOCC2)c(OC)c1 | 2.9% | x
CCCCC(=O)Nc1nn(C)c2nc3c(C)cccc3cc12 | 5.8% | x
Cc1cc(N/N=C/c2ccccc2)nc(N2CCOCC2)n1 | 2.4% | 78.2
CCC(=O)N/N=C(\C)CC(=O)Nc1ccc(Cl)cc1 | -3.5% | x
Cn1nnnc1SCc1csc(C2C(C#N)=C(N)OC3=C2C(=O)CCC3)c1 (configuration not stated) | -3.2% | -7.3
O=S(=O)(c1ccc(C2CCCCC2)cc1)N1CCOCC1 | -0.8% | x
O=c1c2c3c(sc2ncn1/N=C/c1ccncc1)CCCC3 | -0.8% | 6.4
Cc1ccc(/C=N\Nc2nc3ccc(Cl)cc3[nH]2)o1 | -3.3% | -7.6
CN(C)c1ccc(NC(=S)NC(=O)/C=C/c2ccco2)cc1 | -3.8% | 10.2
O=C(CCCC(=O)N(CC(=O)NC1CCCCC1)CC1CCCO1)Nc1ccccn1 (configuration not stated) | 0.2% | x
Cc1cccc(C)c1NC(=S)N1CCC(c2ccccc2)C1 (configuration not stated) | -3.1% | x
COc1cccc(CNC(=O)c2nnn(CC(=O)Nc3ccc4c(c3)OCO4)c2N)c1 | -4.7% | -4.9
COCCSc1ccccc1C(=O)Nc1ccc2c(c1)OCO2 | -2.8% | 8.2
COc1ccc(N2C(=O)C3CCCN3C2c2ccc(C)cc2)cc1Cl (configuration not stated) | -2.0% | x
O=C(N1CCOCC1)N1CCN(c2nc(-c3ccccc3)cs2)CC1 | -1.4% | x
CC(C)c1cc(C(=O)Nc2ccc3c(c2)OCO3)no1 | 2.6% | -7.1
COc1ccc(CC(=O)Nc2oc(-c3ccccc3)c(-c3ccccc3)c2C#N)cc1OC | -4.6% | 6.5
O=C(CN1C(=O)c2ccccc2C1=O)OCC(=O)N1CCc2ccccc2C1 | -1.1% | x
Fc1ccc(/C=C/c2nnc(-c3cccs3)o2)cc1 | -5.7% | -7.8
Cc1cc(C)n2nc(SCC(=O)N/N=C/c3cccc(Br)c3)nc2n1 | -1.0% | 0.5
O=c1[nH]c2cc3c(cc2cc1CN(Cc1ccc2c(c1)OCO2)Cc1nnnn1CC1CCCO1)OCO3 (configuration not stated) | 5.5% | -4.3
CC1(C)C2CCC13CS(=O)(=O)NC3C2 (configuration not stated) | -2.5% | x
CCOC(=O)Cc1csc(NC(=O)c2cc3c(s2)CCCC3)n1 | -6.2% | x
COc1ccc2oc(=O)c(C(=O)Oc3ccc(NC(C)=O)cc3)cc2c1 | -0.3% | 8.4

# Filtered by structure, those above with a cyano group
SMILES | GlmU inhibition | RmlCD inh 1536
CN1CCc2c(sc(/N=C/c3cc(Cl)ccc3O)c2C#N)C1 | -2.6% | x
COc1cc(Cl)cc(C#N)c1OCC(=O)O | -0.7% | 11.6
Cc1cc2c(c(=O)n1C)C(C(C)C)C(C#N)=C(N)O2 (configuration not stated) | x | -5.6
Cn1nnnc1SCc1csc(C2C(C#N)=C(N)OC3=C2C(=O)CCC3)c1 (configuration not stated) | -3.2% | -7.3
COc1ccc(CC(=O)Nc2oc(-c3ccccc3)c(-c3ccccc3)c2C#N)cc1OC | -4.6% | 6.5

# Single records, as listed above. Order of values: GlmU inhibition	RmlCD inh 1536
# COc1cccc(CNC(=O)c2nnn(CC(=O)Nc3ccc4c(c3)OCO4)c2N)c1 is listed as -4.7%	-4.9
# COc1ccc(N2C(=O)C3CCCN3C2c2ccc(C)cc2)cc1Cl (configuration not stated) is listed as -2.0%	x
# O=C(CCCC(=O)N(CC(=O)NC1CCCCC1)CC1CCCO1)Nc1ccccn1 (configuration not stated) is listed as 0.2%	x
# CCOC(=O)C(NC(=O)CCl)(Nc1ccc(C(O)(C(=O)OCC)C(F)(F)F)cc1)C(F)(F)F (configuration not stated) is listed as 0.4%	-9.8
# O=C(CN1C(=O)c2ccccc2C1=O)OCC(=O)N1CCc2ccccc2C1 is listed as -1.1%	x

# Further entries follow.
SMILES | GlmU inhibition | RmlCD inh 1536
Cc1ccc(-c2nc(N)n(S(C)(=O)=O)n2)cc1 | 1.7% | 4.5
CCOC(=O)C1CCN(C(=O)c2ccc3c(c2)OCO3)CC1 | -3.0% | 2.8
O=C(COc1cccc(C(F)(F)F)c1)N1CCN(c2ccccc2O)CC1 | 1.4% | -5.4
OC(COC(c1ccccc1)c1ccccc1)CN1CCN(c2ccccn2)CC1 (configuration not stated) | -2.4% | x
CC1CCCC(C)N1C(=O)CN1C(=O)C(C)(C)Oc2ccc(C(=O)NC3CCCCC3)cc21 (configuration not stated) | -1.3% | 10.9
Nc1nc(SCC(=O)NCCCN2CCOCC2)nc2sc3c(c12)CCC3 | -2.7% | x
CCCN1C2CCCC1CC(NC(=S)Nc1cc(C)cc(C)c1)C2 (configuration not stated) | 3.6% | 96.4
CC(C)Oc1cccc(C(=O)C2CCCN(C(=O)c3csnn3)C2)c1 (configuration not stated) | 8.1% | 5.2
CNC(=O)CSc1nnc(SCCC(=O)O)s1 | -0.7% | x
COc1ccc(-c2csc(/N=C/N(C)C)n2)cc1OC | 6.8% | -10.8
CCCc1c(O)nc(SC2CC(=O)N(c3ccc(OC)cc3)C2=O)[nH]c1=O (configuration not stated) | 5.7% | x
Cc1cc(C)c(C(=O)Nc2ccc(C)c(C)c2)c(CC(C)(C)C(=O)O)c1 | 6.6% | -7.6
Cc1ccc(OC/C(O)=C(\C#N)c2nc3ccccc3s2)cc1 | 3.3% | 2.4
CCOC(=O)c1sc(NC(=O)c2cccc(S(=O)(=O)N(CC)CC)c2)cc1C | 2.4% | x
Cc1cc(Nc2cccc(F)c2)nc(N2CCOCC2)n1 | 4.7% | 9.0
CCOC(=O)C1(Cc2cccc(OC)c2)CCCN(C(=O)c2cc(C)[nH]n2)C1 (configuration not stated) | -2.3% | -6.0
Cc1ccc2[nH]c(O)c(N=NC(=O)C3CC3c3ccccc3)c2c1Br (configuration not stated) | -2.4% | 7.5
CCC(CC)C(=O)c1c[nH]c(C(=O)N2CCN(c3ccccc3)CC2)c1 | -0.5% | -13.2
Cc1ccc(C2C(C#N)=C(N)N(c3ncn[nH]3)C3=C2C(=O)CC(C)(C)C3)cc1 (configuration not stated) | -0.3% | x
CCC(C)Sc1nc2c(c(=O)[nH]c(=O)n2C)n1CC(O)COc1cccc2ccccc12 (configuration not stated) | 9.6% | x

# From PubChem BioAssay
